Screening results: PubChem, several laboratories
MT1-MMP act inh: inhibitors of human MT1-MMP activation; P50281; HT1080 RFP-PRO-GFP cells, GFP/RFP ratio fluorescence, overnight; percent of plate control window, DMSO zero; GFP/RFP ratio change, % at 20 µM; actives 0.061% (n = 360,000);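 active = GFP/RFP ratio change of at least 30% with cell ATP level not reduced by more than half and red fluorescence within 50% of control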; note: strong numbers were not always called active
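Assay system: HT1080 RFP-PRO-GFP cells. Benchmarks: DMSO vehicle wells and RFP-L50D-GFP reporter cell wells. Times: overnight cell settling, then overnight compound exposure, 37 °C, 5% CO2. Compound: 20 µM single dose, 1% DMSO. Read-out basis: GFP/RFP fluorescence ratio.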
SKN-1 block: blocks SKN-1 activity in C. elegans; C. elegans VP596 Pgst-4::GFP/RFP ratio, acrylamide-induced, 24 h; inhibition, % at 21.8 µM; actives 0.49% (n = 360,000); AID 624304;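 active = interference check ratio from 0.5 to 1.5 plus GFP to RFP signal ratio inhibition reaching or exceeding a fixed threshold, cut at about 30% in these data, passing the limit was not always enough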; note: some compounds called inactive have numbers as strong as hits
Neddylation inh: inhibitors of human cullin neddylation; P61081+Q13564; TR-FRET cullin neddylation, biochemical; calls only at 25 µM; actives 0.58% (n = 360,000); in the data active = inhibition above about 36%
MsrA act: bovine methionine sulfoxide reductase A activation | purified bovine MsrA, absorbance read-out | activation, % at 10.6 µM | actives 0.3% (n = 360,000) | AID 602163; in the data active = activation above about 7.5%;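 note: 0% = vehicle and 100% = reference activator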
E coli Lon inh: E. coli protease La inhibition. P0A9M0. purified E. coli Lon protease, fluorescence polarization. inhibition, % at 7.94 µM. actives 0.42% (n = 360,000). AID 602123; in the data active = inhibition above about 13%, passing the limit was not always enough;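 note: 0% = enzyme with probe and DMSO and 100% = no enzyme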
PABP1 MLLE inh: inhibitors of microRNA-mediated deadenylation, human PABP1 MLLE binding; actives 0.36% (n = 360,000); P11940; GST-MLLE / FITC-PAM2 fluorescence polarization; inhibition, % at 20 µM; in the data active = inhibition above about 35%, passing the limit was not always enough;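 note: plate controls were DMSO wells with GST-MLLE for no effect and wells lacking GST-MLLE protein for full effect; some results filed as inactive read as strong as hits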
Target sequence (P11940 whole entry, looked up): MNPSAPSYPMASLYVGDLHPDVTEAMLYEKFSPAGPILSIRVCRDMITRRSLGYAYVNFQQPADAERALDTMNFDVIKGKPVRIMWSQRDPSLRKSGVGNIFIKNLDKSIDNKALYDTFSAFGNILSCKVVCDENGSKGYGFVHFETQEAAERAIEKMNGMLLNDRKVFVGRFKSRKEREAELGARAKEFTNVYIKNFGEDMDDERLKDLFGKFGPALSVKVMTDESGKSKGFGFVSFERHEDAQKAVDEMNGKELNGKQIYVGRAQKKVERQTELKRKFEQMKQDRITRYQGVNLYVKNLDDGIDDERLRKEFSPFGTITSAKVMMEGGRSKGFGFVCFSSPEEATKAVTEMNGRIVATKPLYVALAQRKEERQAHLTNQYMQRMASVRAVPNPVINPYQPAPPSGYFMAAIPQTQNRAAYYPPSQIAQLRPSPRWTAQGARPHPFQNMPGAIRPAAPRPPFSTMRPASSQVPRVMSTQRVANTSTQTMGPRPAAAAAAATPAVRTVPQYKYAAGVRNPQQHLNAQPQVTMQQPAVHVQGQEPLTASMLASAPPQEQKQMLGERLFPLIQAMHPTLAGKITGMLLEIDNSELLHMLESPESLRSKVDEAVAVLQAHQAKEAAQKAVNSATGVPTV
FAS TE block: blocks the thioesterase domain of human fatty acid synthase; AID 602261; P49327; inhibition, % at 15 µM; recombinant FAS-TE, OMFH fluorogenic substrate, fluorescence endpoint; actives 0.67% (n = 360,000);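 active = compounds whose normalised, plate-corrected inhibition of enzyme fluorescence in the single-dose primary screen is 50% or more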;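 note: 0% = DMSO with enzyme and 100% = substrate without enzyme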
Rin1 Abl inh: human Rin1-Abl interaction inhibition; inhibition, % at 7.35 µM; actives 0.4% (n = 360,000); P00519+Q13671; TR-FRET Rin1/Abl binding, biochemical; in the data active = inhibition above about 5%, passing the limit was not always enough
NRP1-CendR mod: NRP-1/CendR interaction modulation. O14786. FAM-RPARPAR peptide binding to NRP-1, fluorescence polarization. inhibition, % at 25 µM. actives 0.85% (n = 360,000);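 active = inhibition or corrected inhibition above about 18%, plus a signal ratio from 0.5 to 1.5, limit read from the data, passing the limit was not always enough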; note: strong numbers were not always called active
Active calls of the source: *; i = inactive; · = no result given; + = active, no number.

SMILES | MT1-MMP act inh | SKN-1 block | Neddylation inh | MsrA act | E coli Lon inh | PABP1 MLLE inh | FAS TE block | Rin1 Abl inh | NRP1-CendR mod
CCOC(=O)N1CCN(C(=O)c2cnc3n(c2=O)CCS3)CC1 | 5 | -8 | i | -3 | 0 | -6 | -9 | 0 | 4
O=C(O)c1ccc(CSc2nc3ccc(NC(=O)c4ccccc4C(=O)O)cc3s2)cc1 | -3 | 7 | i | -1 | -2 | -3 | -6 | 1 | -81
CC(C)Nc1ccc(C(CC(N)=O)NC(=O)c2ccc(Br)cc2)cc1[N+](=O)[O-] (configuration not stated) | 16 | -16 | i | -2 | -5 | 14 | 28 | -1 | 16
CSc1ccccc1NC(=O)COC(=O)CCCOc1ccc(C)cc1 | -1 | -3 | i | -5 | -8 | 7 | 12 | 3 | -2
Cc1oc2c(cc(NS(=O)(=O)c3ccc(F)cc3)c3ccccc32)c1C(=O)O | -4 | 19 | i | -4 | -16 | 13 | -4 | 4 | 7
CC(=O)c1c(C)oc2ccc(NS(=O)(=O)c3ccc(C(=O)O)cc3)cc12 | -5 | 20 | i | -1 | -13 | 0 | 0 | 4 | -3
Cc1cc(C)c(NC(=S)N2CCN(c3ccc([N+](=O)[O-])cn3)CC2)cc1C | 0 | -2 | i | -5 | 29 | -126 | 13 | -3 | -10
C=CCSC1=N/C(=C\c2cccnc2)C(=O)N1c1ccc(OC)cc1 | -5 | 3 | i | -5 | -9 | -98 | -1 | -5 | -7
CCc1ccc(S(=O)(=O)c2nnn3c2nc(N2CCOCC2)c2ccccc23)cc1 | -4 | 14 | i | -4 | -6 | 6 | 60* | 9 | 4
COc1ccc(C(=O)NCC(C)(C)CNC(=O)c2ccc(OC)c(OC)c2)cc1OC | 10 | 8 | i | 2 | 0 | 12 | -3 | 1 | 8
Cc1csc(SC(C)C(=O)NCc2ccc3c(c2)OCO3)n1 (configuration not stated) | -1 | -5 | i | -2 | -1 | 7 | -4 | 2 | 26*
N#Cc1c(Nc2ccccc2)c(/C=N/N=C/c2ccccc2)c[nH]c1=O | 5 | -3 | i | -2 | -14 | 5 | -4 | -3 | -8
CCC(C(=O)NCCc1ccc(OC)c(OC)c1)n1nc(C)n2c(cc3occc32)c1=O (configuration not stated) | -1 | 6 | i | -3 | 6 | 11 | -3 | 2 | 2
CCOC(=O)N1CCC(NC(=O)c2ccc(NC(=O)C3CCCO3)cc2)CC1 (configuration not stated) | 0 | -5 | i | -3 | -1 | 4 | -8 | 1 | -4
NC12CC3CC(C1)CC(CC(=O)O)(C3)C2 | -1 | -3 | i | -4 | -10 | 8 | -1 | 3 | -2

Shown as a markdown table: three of the compounds above.
| molecule | MT1-MMP act inh | SKN-1 block | Neddylation inh | MsrA act | E coli Lon inh | PABP1 MLLE inh | FAS TE block | Rin1 Abl inh | NRP1-CendR mod |
| --- | --- | --- | --- | --- | --- | --- | --- | --- | --- |
| CC(C)Nc1ccc(C(CC(N)=O)NC(=O)c2ccc(Br)cc2)cc1[N+](=O)[O-] (configuration not stated) | 16 | -16 | i | -2 | -5 | 14 | 28 | -1 | 16 |
| CSc1ccccc1NC(=O)COC(=O)CCCOc1ccc(C)cc1 | -1 | -3 | i | -5 | -8 | 7 | 12 | 3 | -2 |
| Cc1oc2c(cc(NS(=O)(=O)c3ccc(F)cc3)c3ccccc32)c1C(=O)O | -4 | 19 | i | -4 | -16 | 13 | -4 | 4 | 7 |

Going on with the list.
SMILES | MT1-MMP act inh | SKN-1 block | Neddylation inh | MsrA act | E coli Lon inh | PABP1 MLLE inh | FAS TE block | Rin1 Abl inh | NRP1-CendR mod
CSCCC(=O)N1CCCC(N2CCN(c3cccc(C(F)(F)F)c3)CC2)C1 (configuration not stated) | 2 | -1 | i | -1 | 0 | 12 | 1 | 3 | -6
CC1(C)CC[C@]2(C(=O)O[C@@H]3O[C@H](CO)[C@@H](O)[C@H](O)[C@H]3O)CC[C@]3(C)C(=CCC4[C@@]5(C)CC[C@H](O[C@@H]6O[C@H](C(=O)O)[C@@H](O[C@H]7OC[C@@H](O)[C@@H](O)[C@@H]7O)[C@H](O)[C@H]6O)C(C)(C)C5CC[C@]43C)[C@@H]2C1 (some centres not stated) | -1 | 2 | i | -3 | 2 | -1 | -4 | 2 | -16
Cc1ccc(C(=O)N/N=C/c2ccc(-c3ccc(Br)cc3[N+](=O)[O-])o2)o1 | 1 | 32 | i | -1 | -8 | 66 | -17 | -5 | -30
COc1cccc(-c2csc3nnc(SCC(=O)NCc4cccs4)n23)c1 | 5 | -30 | i | -4 | -1 | 10 | 0 | 1 | 4
CCOc1ccc(-c2nnn(CC(=O)Nc3cccc(OC)c3)n2)cc1OCC | 1 | -14 | i | -7 | 2 | 7 | -2 | 2 | 2
CCCN(CCC)C(=O)c1cn(C)c2ccc(S(=O)(=O)N3CCCC3)cc2c1=O | -1 | -4 | i | 2 | -8 | 9 | -8 | 4 | -4
Cc1cc(C)n2nc(SCC(=O)Nc3ccccc3C)nc2n1 | · | 4 | i | -4 | 7 | 2 | 0 | 0 | 14
CNC(=O)C(=O)NCC1OCCN1S(=O)(=O)c1ccc(C)cc1 (configuration not stated) | 0 | 5 | i | -5 | 13 | 8 | -7 | 1 | -17
C=CC[n+]1c(-c2ccc(C)cc2)csc1NNC(=O)Nc1ccccc1 | -15 | 2 | i | 2 | -14 | -82 | 18 | 1 | 2
Nc1nnn(CC(=O)N/N=C/c2cccc3ccccc23)n1 | 5 | 11 | i | -5 | -21 | -4 | -7 | -3 | 3
Cc1scc(C(=O)N/N=C/c2ccsc2)c1C | 1 | 2 | i | -4 | -6 | 5 | -6 | 2 | -4
CC1Cc2cc(-c3csc(N)n3)ccc2O1 (configuration not stated) | 6 | -11 | i | -3 | 5 | 14 | -1 | 1 | 2
Cc1nc(CC(=O)O)c(-c2ccccc2)s1 | 1 | 19 | i | -1 | -9 | 11 | -8 | -1 | -3
COCCNC(=O)C1(C)CCCN(Cc2ccc(Cl)nc2)C1 (configuration not stated) | 4 | 14 | i | -2 | -1 | 0 | -8 | -2 | -8
COc1ccc(C2=Nc3ccccc3NC(=O)C2N(C(=O)c2cc3ccccc3[nH]2)c2ccccc2)cc1 (configuration not stated) | -2 | -2 | i | -2 | -19 | -23 | 3 | 2 | -17

Given field by field: entries from further up.
CCOc1ccc(-c2nnn(CC(=O)Nc3cccc(OC)c3)n2)cc1OCC
  MT1-MMP act inh = 1; SKN-1 block = -14; Neddylation inh = i; MsrA act = -7; E coli Lon inh = 2; PABP1 MLLE inh = 7; FAS TE block = -2; Rin1 Abl inh = 2; NRP1-CendR mod = 2
CCCN(CCC)C(=O)c1cn(C)c2ccc(S(=O)(=O)N3CCCC3)cc2c1=O
  MT1-MMP act inh = -1; SKN-1 block = -4; Neddylation inh = i; MsrA act = 2; E coli Lon inh = -8; PABP1 MLLE inh = 9; FAS TE block = -8; Rin1 Abl inh = 4; NRP1-CendR mod = -4
Cc1cc(C)n2nc(SCC(=O)Nc3ccccc3C)nc2n1
  MT1-MMP act inh = ·; SKN-1 block = 4; Neddylation inh = i; MsrA act = -4; E coli Lon inh = 7; PABP1 MLLE inh = 2; FAS TE block = 0; Rin1 Abl inh = 0; NRP1-CendR mod = 14

Next section
SMILES | MT1-MMP act inh | SKN-1 block | Neddylation inh | MsrA act | E coli Lon inh | PABP1 MLLE inh | FAS TE block | Rin1 Abl inh | NRP1-CendR mod
O=[N+]([O-])c1cccc(-c2nnc(-c3ccccc3)o2)c1 | -4 | 5 | i | 0 | -1 | 13 | 47 | 5 | 12
CC12CCC(C(=O)N(CC(O)CN3CCN(Cc4ccccc4)CC3)C1=O)C2(C)C (configuration not stated) | 1 | 8 | i | 1 | 0 | -15 | -4 | -3 | -3
CCCCC[n+]1ccn(-c2nc3ccccc3nc2[N-]S(=O)(=O)c2ccc(C)cc2)c1 | 2 | 1 | + | -9 | -10 | -2 | -11 | -2 | 0
Cc1ccc(C2C3=C(NCCN=C3c3ccccc3)C(=O)N2c2ccccc2)cc1 (configuration not stated) | 1 | 12 | i | -2 | -2 | 1 | -8 | -6 | 13
COc1ccc(C2c3ccc4ccccc4c3Oc3ncn4nc(Cc5ccccc5)nc4c32)cc1OC (configuration not stated) | 4 | 11 | i | -1 | 17 | 6 | 29 | -1 | 6
CC(C)c1ccc(Oc2cccc(C(=O)/C(C#N)=C/N(C)C)c2)cc1 | 0 | -22 | i | -8 | 1 | -5 | 16 | -2 | 0
CC(=O)c1c(C)[nH]c(C(=O)OCc2ccccc2F)c1C | -14 | 22 | i | -3 | -11 | -9 | 4 | -5 | -13
Cc1ccccc1CN1CCNC(=O)C1CC(=O)NC1CCCCCCC1 (configuration not stated) | -5 | 1 | i | 0 | -1 | 7 | 4 | 0 | -3
CN(CC(=O)Nc1ccc(F)cc1)C(=O)CNC(=O)C1CCCCC1 | 3 | 2 | i | -3 | -18 | -1 | -2 | 1 | 12
CCOC(=O)Cn1c(=O)oc2cc(S(=O)(=O)N(C)c3ccc(OC)cc3)ccc21 | 1 | 8 | i | -4 | -5 | -7 | -6 | 1 | 3
C[C@H](CO)N1C[C@H](C)[C@@H](CN(C)C(=O)NC2CCCCC2)Oc2ccc(NC(=O)C3CCCCC3)cc2C1=O | 1 | 8 | i | -7 | 7 | 10 | -4 | 4 | 1
Cc1ccc(C(=O)C(C)OC(=O)CCS(=O)(=O)c2ccc(C)cc2)cc1 (configuration not stated) | -2 | 4 | i | -8 | 10 | -11 | 14 | 1 | -1
NC(=O)CC(NC(=O)c1ccccc1)c1ccc(NCCc2cccc(F)c2)c([N+](=O)[O-])c1 (configuration not stated) | 6 | -2 | i | -3 | -22 | 5 | 3 | -3 | -20
O=C(Cc1ccc(NS(=O)(=O)c2ccc(F)cc2)cc1)NCc1cccnc1 | 1 | 5 | i | -3 | 8 | 13 | -6 | 1 | 16
CCCN1CNC(=S)N(c2ccccc2OCC)C1 | 1 | 3 | i | -5 | -6 | -8 | -9 | -3 | 0
Cc1[nH]nc2c1C(c1cccs1)C1=C(CC(C)(C)CC1=O)N2 (configuration not stated) | -1 | 9 | i | -1 | -14 | -8 | -6 | 1 | -4
CC1(C)Cc2c(sc(/N=C/N3CCOCC3)c2C#N)C(C)(C)N1 | 0 | 27 | i | -5 | -7 | 0 | 0 | 0 | 8
CCOC(=O)C1CCN(C(=O)Nc2ccccc2Cl)CC1 | 1 | 1 | i | -3 | -1 | -4 | -4 | 3 | -7
O=C(N/N=C\c1ccncc1)c1ccc(Br)s1 | -5 | 41* | i | -6 | -7 | 19 | 2 | -3 | -7
CCOc1ccc(NC(=O)CNC(=O)Cc2ccccc2)cc1 | 4 | -3 | i | -8 | 2 | -7 | -8 | -2 | 7
Cc1ccc(NC(=O)c2ccc([N+](=O)[O-])o2)cc1C | 1 | 0 | i | -3 | -4 | 15 | 10 | -1 | 0
CCc1nc2sc3ccccc3c(=O)c2c(=O)n1Cc1ccco1 | -12 | -5 | i | -9 | -6 | 15 | -1 | 5 | -22
